HSP90 refold inh: inhibitors of HSP90 luciferase refolding in rabbit reticulocyte lysate; luciferase refolding luminescence, 3 h; inhibition, % at 5.6 µM; AID 1789; actives 0.91% (n = 290,000);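 active means inhibition above the screen-wide mean plus 3 SD, computed separately per campaign, cut at about 16% in these data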;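 further: 0% = DMSO wells and 100% = 60 µM geldanamycin wells; inhibitors lower the luminescence because luciferase stays unfolded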
GSK3 alpha inh: human GSK-3 alpha kinase inhibition; AID 2650; P49840; actives 0.1% (n = 320,000); ADP-Glo luminescence, 60 min; inhibition, % at 10 µM;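 in the data active means inhibition above about 50%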;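 further: GST-tagged GSK-3 alpha with peptide substrate and 25 µM ATP; 0% = DMSO neutral wells and 100% = GW8510 positive control wells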
Target sequence (P49840 whole entry, looked up): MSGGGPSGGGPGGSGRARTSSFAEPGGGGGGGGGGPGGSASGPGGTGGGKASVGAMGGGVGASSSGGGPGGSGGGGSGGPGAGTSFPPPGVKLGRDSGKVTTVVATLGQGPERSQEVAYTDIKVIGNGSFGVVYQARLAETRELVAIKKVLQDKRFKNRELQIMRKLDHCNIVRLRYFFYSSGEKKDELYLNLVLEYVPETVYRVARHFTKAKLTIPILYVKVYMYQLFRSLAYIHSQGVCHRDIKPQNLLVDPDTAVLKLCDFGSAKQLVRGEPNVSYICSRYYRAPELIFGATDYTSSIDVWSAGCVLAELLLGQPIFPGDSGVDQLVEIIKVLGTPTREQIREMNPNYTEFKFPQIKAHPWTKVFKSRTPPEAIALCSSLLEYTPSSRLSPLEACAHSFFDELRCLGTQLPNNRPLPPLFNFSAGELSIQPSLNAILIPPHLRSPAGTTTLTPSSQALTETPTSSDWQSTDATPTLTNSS
HSF-1 act: increases HSF-1 driven luciferase reporter signal | NIH3T3-HGL HSF-1 luciferase reporter, MG132, 8 h; 100% = twice DMSO control signal | activation, % at 9 µM | actives 1.7% (n = 300,000) | AID 504408;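 active means mean replicate activation of at least 50% with a set share of replicates each reaching 50%; inconclusive means only one of those two conditions met; inactive means mean below 50% and too few replicates reaching it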;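 further: 0% = median of the neutral control wells and 100% = twice that signal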
HSF1 inhib: HSF1 inhibition. NIH3T3-HGL HSE-luciferase, MG132-induced, luminescence 8 h; stronger effect = lower value. activity change, negative = inhibition, % at 7.5 µM (by protocol). actives 0.77% (n = 300,000). AID 2098;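 active means more than half of replicate wells show activity change below -50%, luminescence cut by over half; inconclusive means some wells, but at most half, below -50%; inactive means no replicate well below -50%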;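 further: luciferase reports HSF-1 transcriptional activity via heat shock element; 0% = median of DMSO wells and -100% = zero luminescence signal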
IEC-6 cytotox: kills IEC-6 intestinal cells in KLF5 counter-screen; IEC-6 cytotoxicity, luminescence viability; inhibition, % at 5 µM; actives 0.78% (n = 290,000); in the data active means inhibition above about 22%;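 further: 0% = plate median of test compound wells and 100% = cytotoxic reference compound wells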
KLF5 inhibitor: suppresses KLF5 promoter-driven expression | DLD-1 KLF5 promoter-luciferase reporter, luminescence | inhibition, % at 5 µM | actives 0.23% (n = 290,000) | AID 1700;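 active means inhibition above a per-plate limit of that plate's mean compound inhibition plus 3 SD, cut at about 60% in these data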;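 further: 0% = DMSO wells and 100% = LY294002 at 200 µM; higher means less KLF5 promoter-driven luciferase light; inactives centre near -14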
GSK3beta inhib: human GSK3beta kinase inhibition. P49841. GST-GSK3beta kinase, ADP-Glo luminescence, 60 min; stronger effect = lower value. activity score (negative = inhibition), % at 10 µM. actives 0.038% (n = 300,000);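 active means more than half of replicate wells score below -50%, meaning over 50% inhibition versus plate controls; inconclusive means some replicates but at most half score below -50%; inactive means no replicate scores below -50%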;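 further: 0% = median DMSO wells and -100% = median GW8510 positive control wells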
Target sequence (P49841 whole entry, looked up): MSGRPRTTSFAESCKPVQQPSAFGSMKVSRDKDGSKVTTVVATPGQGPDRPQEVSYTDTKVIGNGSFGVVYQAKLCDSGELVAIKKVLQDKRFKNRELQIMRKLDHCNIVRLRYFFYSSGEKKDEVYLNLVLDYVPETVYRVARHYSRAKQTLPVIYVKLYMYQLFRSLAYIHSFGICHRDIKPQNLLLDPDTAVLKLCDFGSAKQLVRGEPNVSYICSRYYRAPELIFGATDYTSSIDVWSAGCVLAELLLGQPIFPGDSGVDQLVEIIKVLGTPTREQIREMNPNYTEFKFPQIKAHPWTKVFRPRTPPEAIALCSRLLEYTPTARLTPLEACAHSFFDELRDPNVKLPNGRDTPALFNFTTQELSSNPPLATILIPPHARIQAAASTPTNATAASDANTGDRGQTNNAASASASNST
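Test system: GST-fused GSK3beta enzyme, cell-free | Quantity: 1.6 ng GST-GSK3beta enzyme per well | Reagent: 25 µM ATP with peptide substrate | Schedule: 60 min enzyme reaction, room temperature | Signal: Luminescent ADP-Glo measurement of ADP formed | Read-out basis: Score relative to plate controls | Control set: DMSO and 20 µM GW8510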
aSyn UTR inh: MLPCN primary screen, SNCA 5' untranslated region | alpha-synuclein 5'UTR reporter, inhibitor activity | inhibition, % (tested at 7.5 µM) | actives 0.82% (n = 300,000); in the data active means inhibition above about 60%; inconclusive means no clear call, values can overlap the other calls;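 further: H4 neuroglioblastoma cells stably carrying SNCA 5'UTR luciferase fusion; 0% = DMSO wells and 100% = positive control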
DYRK1A inh: inhibitors of rat Dyrk1A kinase | Q63470 | ADP-Glo luminescence, NFATc1 peptide | inhibition, % at 12.5 µM | actives 0.43% (n = 310,000) | AID 504441; in the data active means inhibition above about 50%;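 further: plate controls were vehicle with enzyme for no effect and no enzyme for full effect; many of its hits are not listed in these tables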
Platelet DG rel: modulates dense granule release in human platelets | human platelet-rich plasma, SFLLRN dense granule ATP release, luminescence | inhibition, %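 (compounds screened at 7.5 µM in platelet-rich plasma)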 | actives 0.22% (n = 300,000);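 active means mean replicate score, as percent of positive control, at or above 50; inconclusive means mean below 50 but at least one replicate at or above 50; inactive means mean and every replicate below 50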
* marks the source's active call; other numbers are inactive results; ? = inconclusive; nt = no result given. Some of the compounds tested (hit frequency here may not be typical).

SMILES | HSP90 refold inh | GSK3 alpha inh | HSF-1 act | HSF1 inhib | IEC-6 cytotox | KLF5 inhibitor | GSK3beta inhib | aSyn UTR inh | DYRK1A inh | Platelet DG rel
CCOC(=O)c1sc2nc(N3CCOCC3)c3c(c2c1N)CCN(C)C3 | 2 | nt | -6 | -1 | 8 | 1 | 1 | 0 | nt | -2
Cc1noc(C)c1CSCC(=O)Nc1cc(Cl)ccc1N1CCOCC1 | 2 | 0 | -7 | -9 | 11 | 9 | 2 | 0 | 0 | -3
O=[N+]([O-])c1ccc(S(=O)(=O)Nc2ccc(-c3ccc(N4CCCC4)nn3)cc2)cc1 | nt | nt | 3 | 8 | nt | nt | 3 | -17 | 6 | 9
OCCC1CN(Cc2cccn2-c2ncccn2)CCN1C1CCCC1 (stereo not drawn) | 0 | 0 | -5 | -2 | 2 | -35 | -1 | 1 | 2 | 1
Cc1ccnc(NC(=O)CNC(=O)c2sc3ccccc3c2Cl)c1 | nt | -4 | -6 | -12 | nt | nt | -3 | -216 | -2 | -7
COc1ccc(C(CC(=O)O)NC(=O)c2cccs2)cc1 (stereo not drawn) | -2 | -1 | -1 | -3 | 3 | -11 | -1 | 6 | 1 | -3
COc1cc(CCCN2CCNC[C@@H]2Cc2ccccc2)cc(OC)c1OC | nt | 1 | 0 | -6 | nt | nt | 4 | -9 | 2 | 1
COCCn1nnnc1C(c1ccc(OC)cc1OC)N1CCN(c2ccccc2F)CC1 (stereo not drawn) | 1 | -2 | 3 | -10 | -1 | -31 | -3 | 2 | -1 | 5
Cn1[nH]c(=O)c(Cl)c(Cl)c1=O | 2 | 0 | 6 | 0 | 0 | -22 | 0 | 12 | 4 | -11
Cc1nnc(SCC(=O)N2CCN(S(=O)(=O)c3ccccc3)CC2)s1 | -1 | -1 | 14 | 5 | -2 | -3 | 1 | -3 | 7 | 4
CCCc1cc(=O)[nH]c(/N=C(\N)Nc2ccccc2)n1 | 2 | 7 | 13 | 5 | 2 | -21 | 3 | 21 | 2 | 2
Cc1cc(=O)[nH]c(SCC(=O)Nc2ncc(S(=O)(=O)c3ccc([N+](=O)[O-])cc3)s2)n1 | 3 | -3 | 1 | -8 | -2 | -19 | 2 | -26 | -6 | 2
O=c1cccccc1NN=C1CCCCC1 | 0 | 6 | 7 | 7 | -7 | -44 | 1 | -69 | 3 | -1
CC(C)c1ccc(C2C(C(=O)c3ccco3)=C(O)C(=O)N2CCN2CCOCC2)cc1 (stereo not drawn) | 0 | -3 | 4 | -5 | 0 | -32 | -21 | 17 | -1 | -1
COC(=O)Cn1c2ccc(Cl)cc2c2nc(C)sc21 | -1 | 2 | -1 | -10 | -4 | -8 | -1 | -45 | 6 | -19
Cc1ccc(C(=O)Nc2ccc(S(=O)(=O)N3CCCC3)cc2)cc1 | 2 | 0 | -3 | 2 | 2 | -30 | 1 | -31 | 6 | -6
COC(=O)CCC/C=C1/SCC(NC(=O)c2ccccc2)C1NC(C)=O (stereo not drawn) | -3 | 1 | 14 | 4 | -3 | 8 | 4 | -21 | 0 | -47
Cc1ccc2c(c1)CC1(CN2C)C(=O)OC2(CCCCC2)OC1=O | 0 | -3 | -5 | -10 | 7 | -10 | -3 | -4 | 4 | 12
Cc1ccccc1C(=O)Nc1ccc(O)c2c(=O)cc(-c3ccccc3Cl)oc12 | nt | 0 | 1 | -1 | nt | nt | 4 | 6 | 11 | 4
CC(C)Cc1nc2sc3c(=O)[nH]cnc3c2c2c1CCCC2 | -2 | 0 | 7 | -6 | -4 | -17 | 1 | 38 | -3 | -4
O=C(Nc1ccccc1F)C1(c2ccccc2)CC1(Cl)Cl (stereo not drawn) | -3 | -2 | 4 | -10 | -5 | 6 | -1 | -13 | -8 | -22
Cc1ccc(S(C)(=O)=O)cc1S(=O)(=O)Nc1cccc(Cl)c1 | 0 | 0 | 14 | -5 | -3 | 16 | -4 | 9 | -5 | 1
O=C(N/N=C/c1ccc[nH]1)c1cccnc1 | 0 | -1 | 0 | -5 | 3 | 9 | -3 | -16 | 6 | 1
OCC#Cc1cnc2ccccc2c1 | 5 | 2 | 18 | 6 | 5 | -28 | -1 | -32 | 10 | -21
CC(=O)c1ccc(NC(=O)CN2CCCC2)cc1 | 1 | 0 | 15 | 7 | -7 | -72 | -5 | -63 | 0 | 8
CC1(C)CC(=O)C(C=Nc2ccc(O)c(N=CC3=C(O)CC(C)(C)CC3=O)c2)=C(O)C1 | -2 | -1 | 50 | 12 | -6 | -3 | -1 | -16 | -6 | 4
CN(CC(=O)NC1CC1)S(=O)(=O)c1ccc(Br)cc1 | 1 | 3 | 12 | -4 | 0 | -18 | 4 | -13 | -9 | -59
CC1CCCCN1S(=O)(=O)c1ccc(C(=O)N(CCCN(C)C)c2nc3ccc(Br)cc3s2)cc1 (stereo not drawn) | 6 | -3 | -25 | -10 | 8 | -29 | 0 | 67* | 8 | 4
Cc1ccc(NC(=O)CCNS(=O)(=O)c2ccc3c(c2)oc(=O)n3C)cc1 | -4 | 1 | 4 | -8 | -10 | -19 | -2 | -26 | 1 | -8
O=C(N/N=C/c1ccc(O)c2ccccc12)c1cccnc1 | -4 | 1 | 25 | 8 | 7 | 8 | 0 | 31 | 3 | 1
CCOC(=O)N1CCN(C(=O)c2cc(COc3ccc(F)cc3F)on2)CC1 | -3 | -3 | 13 | 15 | 3 | -95 | 5 | -65 | 2 | -16
O=C(NCCc1ccc(Cl)cc1)C1CCN(S(=O)(=O)N2CCCCC2)CC1 | -1 | 0 | 3 | -1 | 5 | -36 | 3 | -4 | -9 | 7
CC(=O)C1=C(C)N(c2ccccc2)C(=O)C1(NS(=O)(=O)c1ccc(N)cc1)C(F)(F)F (stereo not drawn) | 9 | 2 | -3 | -6 | -4 | -10 | 2 | 20 | 2 | 0
O=C(c1cc(F)c(F)cc1Cl)N1CCN(c2ccc([N+](=O)[O-])c3ncccc23)CC1 | 2 | 5 | 5 | -5 | 1 | -12 | -3 | 34 | 0 | 18
CC1CC(C)CN(C(=O)C2CCC(CNc3c(N4CCCCC4)c(=O)c3=O)CC2)C1 (stereo not drawn) | 0 | -4 | -4 | 2 | -7 | -14 | -3 | 19 | 18 | 10
O=c1ccc(=O)n2n1CC(O)C2 | -1 | -3 | 0 | 5 | -2 | 15 | -2 | 16 | 4 | 5
CCOC(=O)c1cn(Cc2cccc(C)c2)nn1 | -1 | -1 | -15 | -5 | -4 | -5 | 1 | 1 | 2 | -11
COC(=O)c1ccccc1NC(=O)CSc1nnc(Cc2ccc(Cl)cc2)o1 | 1 | -3 | 11 | -4 | 0 | -40 | 3 | -4 | -1 | 4
COC1CCN(C(=O)C2CCC(=O)N(CCc3cccc(F)c3)C2)CC1 (stereo not drawn) | -6 | 1 | -12 | 4 | -2 | -53 | 1 | -28 | 11 | -15
COc1ccc(N2CCN(S(=O)(=O)CCNC(=O)COc3ccccc3)CC2)cc1 | nt | 2 | 1 | -2 | nt | nt | 1 | 8 | 3 | -4
CCOc1ccccc1NC(=O)CSc1nc(=O)n(CCN2CCOCC2)c2c1CCCC2 | nt | -5 | -19 | 0 | nt | nt | 3 | 10 | 1 | 18
CSc1nc(N)c(C#N)c(-c2ccc(Cl)cc2)c1C#N | 4 | -3 | 5 | -7 | 6 | 16 | 0 | 30 | 6 | -1
CC(C)OCCCNC(=O)c1ccc(CS(=O)(=O)Cc2ccccc2F)o1 | 0 | nt | -2 | -9 | 4 | -2 | -33 | -7 | -5 | 1
CC(C)c1cc(C(=O)N/N=C/c2c[nH]c3ccccc23)n[nH]1 | 2 | 1 | -2 | 1 | 0 | -80 | 0 | 21 | 17 | 16
CC(CC(=O)Nc1ccc(-c2ccno2)cc1)n1cccn1 (stereo not drawn) | 3 | 0 | -14 | 1 | 3 | -25 | 0 | 1 | -3 | 1
O=C(Nc1ccc(S(=O)(=O)N2CCOCC2)cc1)c1ccc2c(c1)OCO2 | 1 | -1 | -14 | -1 | 0 | 5 | 1 | -26 | 16 | 1
O=C(N/N=C/c1ccc(Br)o1)c1cncc(Br)c1 | 3 | nt | 12 | 7 | 3 | -4 | -5 | -21 | 1 | 6
CCn1c(CNc2ccc(F)cc2)nnc1SCC(=O)OC1CCCCC1 | -2 | -2 | 24 | 10 | 0 | -16 | 1 | 21 | 25 | -1
Cc1cc(C)n(CC(O)COc2ccccc2[N+](=O)[O-])n1 (stereo not drawn) | 3 | -2 | 23 | -2 | -3 | -25 | 1 | 7 | 0 | -3
Cc1ccc(C)c(N(C(=O)c2csnn2)C(C(=O)NC2CCCC2)c2cccnc2)c1 (stereo not drawn) | 3 | -2 | 5 | -5 | -1 | -22 | 0 | -10 | 7 | 0
OCc1nn2c(c1Br)NC(c1ccccc1)CC2C(F)(F)F (stereo not drawn) | 2 | -18 | -64 | ? | 3 | -32 | 2 | 10 | 0 | -1
COc1ccc(OCC(=O)N/N=C/c2cccc3cccnc23)cc1 | 1 | -2 | -6 | -6 | 6 | -24 | 3 | 0 | nt | -10
COc1cccc(NC(=S)NCc2ccncc2)c1 | 2 | -1 | 3 | 2 | 6 | -15 | 3 | -18 | 6 | 11
COC(=O)c1ccccc1OCc1cccc(C)n1 | -1 | -4 | 4 | 0 | 4 | -7 | 1 | 6 | 0 | 0
CC(=O)c1cnc2n(c1=O)CCS2 | 2 | 0 | -19 | -14 | 3 | -20 | -3 | -12 | 2 | 5
S=C(c1ccc2c(c1)OCO2)N1CCCC1 | -1 | 3 | 10 | -10 | -2 | -2 | 1 | 1 | 11 | -2
Cc1cccc(-c2nsc(SCC(=O)N3CCCC3)n2)c1 | 4 | -1 | 40 | 24 | 2 | -77 | 1 | -140 | 3 | 5
OCCNc1nc(N2CCOCC2)nc(N2CCOCC2)n1 | 0 | -4 | 8 | -6 | -2 | -30 | 0 | 10 | -9 | -2
CC(C1CC2CCC1C2)n1c(COc2ccccc2F)nnc1SCC(N)=O (stereo not drawn) | -2 | -3 | -10 | 8 | -5 | -1 | -1 | 25 | 2 | -8
CC(C)Cc1nnc(NC(=O)CCC(=O)N2CCN(c3ccc([N+](=O)[O-])cc3)CC2)s1 | -6 | -1 | 29 | 6 | 1 | -12 | 4 | 15 | 7 | 9
C[C@H](NC(=O)C1CC(=O)N(c2ccc3c(c2)OCCO3)C1)C(=O)NC1CCCC1 (stereo partly drawn) | -6 | -2 | -3 | -4 | 0 | 5 | 0 | -2 | nt | -6
Cc1ccc(/C=N/NC(=O)c2cccs2)o1 | 0 | -2 | 7 | 7 | 5 | -75 | 2 | -65 | 4 | 0
